Screening data as filed in PubChem.
Bim-Bcl-B – inhibitors of Bim-Bcl-B interaction, human; Q9HD36; inhibition, % at 10 µM; 190,000 compounds, 0.073% hits; bead-based flow cytometry, Bim peptide-Bcl-B binding;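 further: 0% = tracer peptide without compound and 100% = reference inhibitor peptide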
Bim-Bcl-W – human Bim-Bcl-W interaction inhibition; bead-based flow cytometry, Bim peptide-Bcl-W binding; AID 952; inhibition, % at 10 µM; 190,000 compounds, 0.02% hits;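 further: 0% = bound tracer without compound and 100% = peptide blocker; higher means less fluorescent Bim peptide bound to Bcl-W beads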
Target sequence (Q92843 whole entry, looked up): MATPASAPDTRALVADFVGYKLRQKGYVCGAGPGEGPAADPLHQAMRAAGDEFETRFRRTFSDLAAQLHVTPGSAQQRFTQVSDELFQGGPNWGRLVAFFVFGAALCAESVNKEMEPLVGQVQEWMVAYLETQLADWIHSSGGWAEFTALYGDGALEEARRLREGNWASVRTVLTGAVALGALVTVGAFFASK
Bcl-2 Bim block – inhibitors of Bim-Bcl-2 interaction, human; P10415; Bead-based flow cytometry, Bim peptide-Bcl-2 binding; inhibition, % at 10 µM; 190,000 compounds, 0.06% hits; AID 950; in the data active means inhibition above about 40%; inconclusive means no clear call, values can overlap the other calls;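 further: 0% = no compound wells with probe peptide and 100% = reference peptide inhibitor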
RGS8-Gao reg – regulators of human RGS8-Galphao interaction; multiplexed bead flow cytometry, RGS8-Galphao binding; actives lie on both sides; 220,000 compounds, 0.34% hits; response (percent of control binding), % at 10 µM; P09471; in the data active means response below about 60% or above about 140%; inactive means in between;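 further: Galphao activated as the GDP aluminium fluoride complex binding bead-coupled RGS8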
GSH fluor – compound fluoresces at 488/530 nm on GSH beads; fluorescence (KMESF) at 10 µM; AID 1776; 190,000 compounds, 0.25% hits; GSH beads flow cytometry, compound fluorescence 488/530 nm; active compounds read high; in the data active means fluorescence above about 89;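 further: glutathione beads carrying GST-tagged Bcl family fusion proteins plus one bare bead set; values are compound well signal with DMSO vehicle wells as background; inactives centre near 16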
Bim-Bcl-XL – disrupts Bim peptide binding to human Bcl-XL. Q07817. bead flow cytometry, fluorescence. 190,000 compounds, 0.04% hits. inhibition, % at 10 µM
Target sequence (Q07817 whole entry, looked up): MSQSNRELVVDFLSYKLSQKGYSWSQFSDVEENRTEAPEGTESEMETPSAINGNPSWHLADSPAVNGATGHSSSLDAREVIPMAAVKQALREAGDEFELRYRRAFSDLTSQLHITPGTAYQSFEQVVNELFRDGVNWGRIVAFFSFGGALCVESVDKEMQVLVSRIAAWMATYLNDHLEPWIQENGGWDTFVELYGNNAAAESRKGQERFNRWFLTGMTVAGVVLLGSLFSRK
ABCG2 block – human ABCG2 inhibition, ABCB1 as counter-screen; 190,000 compounds, 0.1% hits; Q9UNQ0; IgMXP3 cells, JC-1 efflux, flow cytometry; inhibition, % at 6.6 µM;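 active means inhibition above 80%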;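 further: 0% = DMSO and 100% = nicardipine control wells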
Target sequence (Q9UNQ0 whole entry, looked up): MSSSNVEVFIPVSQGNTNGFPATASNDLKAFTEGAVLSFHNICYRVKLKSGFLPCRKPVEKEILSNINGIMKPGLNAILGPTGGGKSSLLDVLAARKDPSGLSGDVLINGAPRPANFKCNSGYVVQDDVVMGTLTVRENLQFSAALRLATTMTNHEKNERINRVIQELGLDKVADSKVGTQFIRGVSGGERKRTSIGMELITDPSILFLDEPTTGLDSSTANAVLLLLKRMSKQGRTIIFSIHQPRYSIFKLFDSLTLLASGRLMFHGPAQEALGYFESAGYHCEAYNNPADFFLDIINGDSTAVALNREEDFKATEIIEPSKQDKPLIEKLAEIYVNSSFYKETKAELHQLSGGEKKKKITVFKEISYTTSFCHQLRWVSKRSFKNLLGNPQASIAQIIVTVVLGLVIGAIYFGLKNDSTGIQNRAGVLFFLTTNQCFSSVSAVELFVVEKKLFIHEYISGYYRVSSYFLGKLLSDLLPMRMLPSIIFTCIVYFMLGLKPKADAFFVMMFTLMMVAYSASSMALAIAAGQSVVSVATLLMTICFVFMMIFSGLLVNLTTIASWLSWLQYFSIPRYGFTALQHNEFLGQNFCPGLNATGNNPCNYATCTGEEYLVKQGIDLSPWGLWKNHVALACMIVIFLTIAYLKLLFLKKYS
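Test system: IgMXP3 (ABCG2) plus far-red-tagged CCRF-Adr (ABCB1) cells. Reagent: JC-1 dye as substrate. Timing: 10 min exposure at 25 °C with rotation, no wash. Measured by: flow cytometric JC-1 green MFI at 530 nm. Read-out: percent efflux inhibition, scaled nicardipine 100% to DMSO 0%. Control set: nicardipine and DMSO wells.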
RGS4-Gao reg – modulates binding of RGS4 to human Galphao; 220,000 compounds, 0.33% hits; AID 1415; Multiplexed bead flow cytometry; actives lie on both sides; binding response (% of control), % at 10 µM; P09471; in the data active means binding response below about 49% or above about 150%; inactive means in between;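 further: fluorescent Galphao activated with aluminum fluoride binding bead-coupled RGS4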
Bfl-1 Bim block – disrupts Bim binding to human Bfl-1 | Q16548 | Bead-based flow cytometry, Bim-Bfl-1 binding inhibition | inhibition, % at 10 µM | 190,000 compounds, 0.12% hits | AID 1008;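 further: 0% = wells without compound plus tracer and 100% = blocker peptide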
RGS7-Gao – regulators of human RGS7-Galphao interaction; Multiplexed bead flow cytometry, RGS7-Galphao binding; actives lie on both sides; binding response (% of control), % at 10 µM; 220,000 compounds, 0.35% hits; AID 1439; in the data active means binding response below about 49% or above about 150%; inconclusive means no clear call, values can overlap the other calls; inactive means in between;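 further: fluorescent Galphao held in activated GDP-AlF4 state binding bead-coupled RGS7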
ABCB1 inh – inhibitors of human ABCB1 transporter, ABCG2 counter-screen; 190,000 compounds, 0.067% hits; CCRF-Adr cells, JC-1 efflux, flow cytometry; inhibition, % at 6.6 µM; P08183; in the data active means inhibition above about 40%;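 further: 0% = vehicle and 100% = reference inhibitor; higher value means more JC-1 retained so stronger ABCB1 efflux block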
Starred values were filed as active, the others as inactive; ? = inconclusive; nt = not tested or not shown. Unless noted, no stated cut-off is given here; in the data, active means inhibition above about 40%.

SMILES | Bim-Bcl-B | Bim-Bcl-W | Bcl-2 Bim block | RGS8-Gao reg | GSH fluor | Bim-Bcl-XL | ABCG2 block | RGS4-Gao reg | Bfl-1 Bim block | RGS7-Gao | ABCB1 inh
C/C(N)=C(/C#N)C(=O)CSc1nc2ccccc2[nH]1 | -2 | 4 | -3 | 105 | 8 | -2 | 1 | 103 | -5 | 100 | 0.2
CCn1cc(C(=O)NCCCN2CCCC2)c(=O)c2cc(S(=O)(=O)N3CCc4ccccc4C3)ccc21 | -2 | 1 | -1 | 122 | 9 | -1 | 3 | 105 | 3 | 100 | 0.1
O=C(Cn1cccc1C(=O)c1ccccc1)NCc1cccnc1 | 0 | 2 | -1 | 98 | 14 | 0 | 0 | 97 | 0 | 99 | 0.0
COc1ccccc1NC(=O)CC(NCc1ccccc1)C(=O)O (configuration not stated) | -9 | -1 | -12 | 100 | 24 | -4 | -11 | 102 | -17 | 101 | -0.8
CCC(C)NC(=S)NNC(=O)c1ccncc1 (configuration not stated) | -1 | -1 | -2 | 94 | 65 | 0 | 2 | 96 | -1 | 94 | 0.3
Cc1cccc(C)c1NC(=O)C1(N2C(=O)CC2c2ccccc2)CCCCC1 (configuration not stated) | -2 | -5 | 1 | 104 | 13 | -3 | 5 | 104 | -6 | 104 | 1.5
CC(=O)c1c(C)[nH]c(C(=O)CSc2nnc(-c3ccco3)n2Cc2ccccc2)c1C | -4 | -3 | -2 | 97 | 17 | -4 | 0 | 97 | 0 | 98 | 0.7
O=C(N/N=C/c1ccc(Br)cc1)c1ccc(Br)o1 | -7 | -2 | -1 | 104 | 7 | -3 | 2 | 102 | 0 | 100 | 0.3
O=C(NC12CC3CC(CC(C3)C1)C2)N1CCN(c2ncccn2)CC1 | -3 | 0 | 0 | 100 | 14 | -4 | 9 | 101 | -5 | 104 | 0.8
COc1ccc(NC(=O)C(CCSC)NC(N)=O)cc1NS(=O)(=O)c1ccc(F)cc1 (configuration not stated) | -1 | 0 | -5 | 102 | 25 | -2 | 4 | 97 | -8 | 97 | 0.4
Cc1ccc(S(=O)(=O)NCCSCc2ccco2)cc1 | -4 | -1 | -1 | 99 | 10 | 0 | 0 | 101 | -5 | 99 | -0.1
COc1cccc(N2CC(O)=C(c3nc4ccccc4s3)C2=N)c1 | -5 | -3 | -8 | 101 | 15 | -3 | 4 | 100 | -8 | 98 | 1.0
CCOC1(C(F)(F)F)NC(=O)N(Cc2ccc(OC)cc2)C1=O (configuration not stated) | -3 | -3 | -9 | 87 | 33 | -10 | 12 | 102 | 3 | 101 | 0.7
C/C(=N\OCC(=O)NC12CC3CC(CC(C3)C1)C2)c1cc2ccccc2o1 | -4 | -3 | -2 | 108 | 14 | -4 | 24 | 102 | 0 | 104 | -1.5
COc1cccc(NC2C=CS(=O)(=O)C2)c1 (configuration not stated) | -2 | -2 | 17 | 103 | 17 | -2 | 2 | 97 | -4 | 97 | 0.2
CCC(=O)NC(C)C(c1cccs1)N1CCN(Cc2ccccc2)CC1 (configuration not stated) | -6 | 0 | -6 | 100 | 20 | -3 | 1 | 100 | -11 | 102 | -1.7
CCCN(CCC)S(=O)(=O)c1ccc(C(=O)Nc2nc3c(s2)CCc2ccccc2-3)cc1 | -9 | -1 | -5 | 98 | 18 | -7 | 14 | 99 | -15 | 101 | 0.8
CCC(=O)Nc1ccc(Cl)c(NC(=S)NC(=O)COc2ccccc2)c1 | -7 | -6 | -7 | 99 | 9 | -7 | -1 | 99 | -11 | 99 | -0.2
CC(=O)c1ccc(NC(=O)CCNS(=O)(=O)c2cccc3nonc23)cc1 | 1 | 1 | -2 | 91 | 31 | -6 | 8 | 94 | 2 | 95 | 1.2
O=C(/C=C/c1ccccc1)NCCSCc1ccc(Cl)cc1 | 4 | 4 | 9 | 90 | 9 | 7 | -4 | 97 | 11 | 95 | -0.9
CCc1ccc(-c2nc(CN3CCC(C(=O)NCCc4ccc(OC)c(OC)c4)CC3)c(C)o2)cc1 | -5 | 1 | -7 | 93 | 45 | -8 | 1 | 87 | -11 | 93 | 0.1
Cc1ccc(NC(=O)c2sc3ccccc3c2Cl)nc1 | -8 | -1 | -13 | 104 | 19 | -8 | 28 | 104 | -19 | 108 | 0.5
O=C(Cc1cccs1)N(c1ccc(Br)cc1)C1C=CS(=O)(=O)C1 (configuration not stated) | -3 | -10 | -4 | 102 | 9 | -14 | 4 | 102 | -1 | 100 | 0.6
COc1cc(C(=O)Nc2ccc(C(C)=O)cc2)c(Br)c(OC)c1OC | -5 | -1 | 0 | 100 | 13 | -5 | 7 | 102 | 0 | 99 | nt
O=C(Nc1ccn(Cc2ccccc2F)n1)c1ccc(COc2cccc(Br)c2)cc1 | -10 | 3 | -7 | 102 | 43 | 1 | 11 | 100 | -7 | 104 | 0.6

Part of the list above in order of number of heavy atoms, low to high:
SMILES | Bim-Bcl-B | Bim-Bcl-W | Bcl-2 Bim block | RGS8-Gao reg | GSH fluor | Bim-Bcl-XL | ABCG2 block | RGS4-Gao reg | Bfl-1 Bim block | RGS7-Gao | ABCB1 inh
Cc1ccc(NC(=O)c2sc3ccccc3c2Cl)nc1 | -8 | -1 | -13 | 104 | 19 | -8 | 28 | 104 | -19 | 108 | 0.5
COc1ccccc1NC(=O)CC(NCc1ccccc1)C(=O)O (configuration not stated) | -9 | -1 | -12 | 100 | 24 | -4 | -11 | 102 | -17 | 101 | -0.8
CCC(=O)Nc1ccc(Cl)c(NC(=S)NC(=O)COc2ccccc2)c1 | -7 | -6 | -7 | 99 | 9 | -7 | -1 | 99 | -11 | 99 | -0.2
C/C(=N\OCC(=O)NC12CC3CC(CC(C3)C1)C2)c1cc2ccccc2o1 | -4 | -3 | -2 | 108 | 14 | -4 | 24 | 102 | 0 | 104 | -1.5
CC(=O)c1c(C)[nH]c(C(=O)CSc2nnc(-c3ccco3)n2Cc2ccccc2)c1C | -4 | -3 | -2 | 97 | 17 | -4 | 0 | 97 | 0 | 98 | 0.7

The listing continues.
SMILES | Bim-Bcl-B | Bim-Bcl-W | Bcl-2 Bim block | RGS8-Gao reg | GSH fluor | Bim-Bcl-XL | ABCG2 block | RGS4-Gao reg | Bfl-1 Bim block | RGS7-Gao | ABCB1 inh
COc1ccc(OC)c(/C=C/C(=O)OCC(=O)Nc2ccc(Cl)c(S(=O)(=O)N(C)C)c2)c1 | -2 | 1 | -3 | 101 | 14 | 0 | 3 | 102 | -5 | ? | 0.7
CC1CCCC(C)N1C(=O)c1cc(F)c(F)cc1Cl (configuration not stated) | -4 | -3 | -2 | 105 | 34 | 0 | 0 | 108 | -3 | 106 | 0.1
CCc1nnc(NC(=O)/C=C/c2ccco2)s1 | -15 | -10 | -8 | 101 | 19 | -15 | 2 | 99 | -20 | 99 | 0.1
COc1cc(OC)c(N2CC34C=CC(O3)C(C(=O)O)C4C2=O)cc1Cl (configuration not stated) | -11 | -5 | -10 | 101 | 38 | -13 | 4 | 96 | -20 | 95 | -1.4
O=C(CN(C(=O)c1ccccc1Cl)C1CCCCC1)Nc1ccc(Cl)c([N+](=O)[O-])c1 | -9 | -2 | -6 | 99 | 35 | -8 | 22 | 96 | -10 | 98 | 4.5
COc1ccc(/C=C2/N=C(c3cccs3)OC2=O)cc1OC(C)C | -5 | 1 | -3 | 96 | 39 | 10 | 0 | 84 | -7 | 90 | -0.9
CCSc1nc(C2CC2)cc(-c2cccs2)c1C#N | -6 | -1 | -1 | 92 | 10 | 0 | 0 | 79 | 1 | 89 | -0.2
Cn1ccnc1SCC(=O)c1cc2ccccc2o1 | -5 | -1 | 2 | 97 | 21 | -3 | -6 | 102 | 1 | 100 | -0.7
CCOCCCNCC(=O)NC1(C)C2CCC(C2)C1(C)C (configuration not stated) | -8 | 1 | -10 | 100 | 10 | -1 | 2 | 103 | -9 | 99 | 0.4
Cc1ccc(NC(=O)COC(=O)C(NS(=O)(=O)c2ccc(Cl)cc2)C(C)O)c(Br)c1 (configuration not stated) | -2 | 0 | -1 | 103 | 11 | -5 | 5 | 100 | -3 | 99 | 1.2
CCOc1cc(S(=O)(=O)NC2CC(C)(C)NC(C)(C)C2)ccc1F | -11 | -1 | -8 | 100 | 30 | -8 | -1 | 101 | -14 | 100 | -0.1
Cc1nc2sc(C(c3ccco3)N3CCN(c4ccccc4F)CC3)c(O)n2n1 (configuration not stated) | -1 | -3 | -3 | 102 | 10 | -4 | 3 | 105 | 0 | 104 | 1.1
CCCOc1ccc(C(C)=O)cc1CSCCC#N | -11 | -1 | -5 | 100 | 29 | -6 | 16 | 98 | -17 | 101 | 0.3
CC(=O)/C=C/c1ccc2ccccc2n1 | -2 | -1 | -5 | 98 | 13 | -3 | 1 | 98 | -3 | 99 | 0.1
COC(=O)c1ccccc1NC(=O)CN(CCc1ccccc1)S(C)(=O)=O | -6 | -4 | -11 | 100 | 37 | -7 | 31 | 100 | -7 | 98 | 1.1
CC(C)C(NS(=O)(=O)c1cccs1)C(=O)Nc1nc(C(C)(C)C)cs1 (configuration not stated) | -4 | -3 | -2 | 101 | 26 | -2 | 1 | 99 | -5 | 100 | 1.5
COc1ccc(C(C)=O)cc1CN1C(=O)NC(CC(C)C)C1=O (configuration not stated) | -8 | -6 | -2 | 98 | 15 | -7 | 2 | 95 | -7 | 94 | 0.7
CCC(C)[C@H](NC(=O)NCCCc1ccccc1)C(=O)OC (some centres not stated) | -4 | 3 | -5 | 101 | 39 | -6 | 2 | 102 | -6 | 100 | -0.1
COc1ccccc1CNc1ccc2nnc(CCNC(=O)c3ccc(C)cc3)n2n1 | -1 | 3 | -4 | 101 | 9 | 0 | 13 | 96 | -2 | 100 | 0.9
COc1ccc2cc(C#N)c(NC(C)C)nc2c1 | -1 | 0 | -1 | 100 | 12 | 0 | 2 | 101 | 0 | 99 | 0.7
CCC1CCCCN1C(=O)CSc1nnc(CNC(=O)c2ccco2)o1 (configuration not stated) | 0 | -2 | -1 | 118 | 14 | -4 | 2 | 111 | -2 | 107 | 0.6
O=C(/C(=C/O)N=Nc1ccccc1Cl)c1ccccc1 | -1 | -2 | -2 | 100 | 69 | -1 | 24 | 98 | -1 | 98 | 1.4
Cn1ccs/c1=N\C(=O)Nc1cccc(Cl)c1 | -2 | 0 | 0 | 101 | 18 | 0 | 8 | 99 | -2 | 101 | -0.2
COC(=O)C1=C(C)NC2=C(C(=O)c3ccccc32)C1c1ccc(-c2ccc(C(=O)O)cc2)o1 (configuration not stated) | -2 | 6 | -1 | 109 | 6 | -1 | 3 | 106 | -2 | 101 | 0.3
COC(=O)c1ccccc1NC(=O)c1sc(=S)n(C)c1N | -33 | -4 | -10 | 93 | 8 | -12 | 0 | 101 | 5 | 118 | -0.5
O=C(NCc1cccs1)Nc1cc(Cl)ccc1Cl | -3 | -2 | 4 | 100 | 8 | -4 | 3 | 100 | 4 | 97 | 0.5
Cc1c(C(=O)N2CCC(C(N)=O)CC2)sc(N)c1C#N | 1 | 1 | 2 | 96 | 32 | -3 | 4 | 99 | 0 | 97 | 0.0
CCCc1[nH]nc2c1C(c1ccc(OC)cc1OC)C(C#N)=C(N)O2 (configuration not stated) | -4 | 3 | 0 | 100 | 11 | 2 | 3 | 102 | -6 | 101 | 0.2
CCC(=O)Nc1ccc(OCc2nnc3c4ccccc4c(C)nn23)cc1 | -2 | 0 | -3 | 101 | 12 | 0 | 1 | 99 | -6 | 98 | 0.1

Outcome played no part in choosing rows. Share with any hit: about 1.1%.
